TDP1 inh: blocks human tyrosyl-DNA phosphodiesterase 1 | 350,000 compounds, 0.28% hits | Potency, µM (top dose mostly 130 µM), for the others: at the top dose activity change, negative = inhibition, actives largely listed as inhibitors | recombinant TDP1, AlphaScreen DNA substrate cleavage; note: nearly all actives have a fitted effect of over 40% in size
Target sequence (Q9NUW8 whole entry, looked up): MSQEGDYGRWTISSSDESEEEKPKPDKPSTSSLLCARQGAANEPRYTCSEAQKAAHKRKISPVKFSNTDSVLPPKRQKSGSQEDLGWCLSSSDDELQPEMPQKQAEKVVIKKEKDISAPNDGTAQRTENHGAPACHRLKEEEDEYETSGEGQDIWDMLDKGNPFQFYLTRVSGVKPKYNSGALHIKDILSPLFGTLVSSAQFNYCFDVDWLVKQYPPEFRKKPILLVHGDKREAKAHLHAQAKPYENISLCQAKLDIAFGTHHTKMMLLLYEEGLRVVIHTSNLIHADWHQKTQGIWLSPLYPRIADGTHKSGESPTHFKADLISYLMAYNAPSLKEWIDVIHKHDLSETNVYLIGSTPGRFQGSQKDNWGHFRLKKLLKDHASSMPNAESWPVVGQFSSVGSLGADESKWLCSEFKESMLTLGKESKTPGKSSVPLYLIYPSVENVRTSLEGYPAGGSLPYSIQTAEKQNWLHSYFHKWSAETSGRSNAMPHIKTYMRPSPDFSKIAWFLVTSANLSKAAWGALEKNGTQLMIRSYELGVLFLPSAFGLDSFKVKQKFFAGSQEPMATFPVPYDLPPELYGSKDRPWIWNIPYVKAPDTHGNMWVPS
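Compounds were preincubated with Tdp1 (1 nM final) for 15 min at room temperature before substrate (15 nM final) started a 5 min reaction; beads (10 ug/ml final) were then added for 10 min before AlphaScreen detection.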
N370S GC: inhibitors or activators of N370S glucocerebrosidase for Gaucher disease; P04062; N370S GC spleen homogenate, 4MU-glucoside fluorescence; 330,000 compounds, 0.092% hits; Potency, µM (highest dose often 59.4 µM), for inactives: at the top dose activity change, negative = inhibition, hits mostly inhibitors; AID 2101;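 note: 0% = full enzyme activity and -100% = no enzyme basal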
DT40 TDP1 no CPT: qHTS for Inhibitors of human tyrosyl-DNA phosphodiesterase 1 (TDP1): qHTS in cells in absence of CPT | Potency, µM (top dose mostly 46.2 µM), without a hit: at the top dose activity change, negative = growth inhibition, actives largely listed as inhibitors | DT40 Tdp1-/- hTDP1 cells, no CPT, ATP luminescence, 48 h | 420,000 compounds, 15% hits; note: nearly all actives have a fitted effect of over 55% in size
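Stably hTDP1-transfected Tdp1-null chicken DT40 cells were treated with library compounds minus camptothecin and grown for at least 48 hr at 37 °C, after which cellular ATP was quantified by luminescence.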
Starred values were filed as active, the others as inactive; ? = inconclusive; . = not tested or not shown; & = joins results of further samples; [ ] = remark or other dose. Calls come from the whole dose curve; as a rule, active = well fitted curve in the direction sought with a large enough effect; inconclusive = small, poorly fitted or top-dose-only effect, or another doubt; inactive = no such curve, though single readings can be large; an effect the other way counts as inactive or inconclusive. Unless noted, % is set by controls: 0 for no effect and ±100 for the full control effect; potency is the fitted concentration of half-maximal effect. Some of the compounds tested, so the mix of outcomes need not match the whole.

SMILES | TDP1 inh | N370S GC | DT40 TDP1 no CPT
O=C(NNC(=O)c1ccccc1-n1cccc1)c1cccc(Cl)c1 | 6.2% | . | -14.5%
CC(C)COc1nc2ccccc2nc1C(C#N)C(=O)NC1CCCCC1 (stereo not given) | 3.0% | 6.6% | -1.4%
CC(C)(C)c1csc(NNC(=O)c2ccc(Br)cc2)n1 | 5.8% | 14.7% | ?
Cc1onc(-c2ccccc2)c1C(=O)N/N=C/c1cc(Br)c(Br)o1 | 8.9% | 2.3% | ?
COc1cccc(C2=C(C(C)=O)Sc3nnc(C4CCCCC4)n3N2C(C)=O)c1 | 0.0% | . | 11.6µM*
COC(=O)C/C=C/[C@@H](C)[C@H](NC(=O)OCC(Cl)(Cl)Cl)c1ccc2ccccc2c1 | 3.1% | 20.9% | .
Cc1cc(C)nc(NS(=O)(=O)c2ccc(N3C(=O)C4C5C=CC(C5)C4C3=O)cc2)n1 (stereo not given) | 0.6% | -11.5% | -8.4%
COc1ccc(S(=O)(=O)NC(C)C(=O)Nc2cccc([N+](=O)[O-])c2)cc1 (stereo not given) | 3.1% | 9.8% | -25.6%
COc1cc2c(cc1OC)C(c1cccs1)NCC2 (stereo not given) | -2.1% | 3.4% | ?
COc1ccc(-c2nc(-c3ccccc3)[nH]c(=O)c2C#N)cc1 | 2.0% | 19.7% | -8.8%
Cc1cc(C)cc(C(=O)N(CCc2ccccc2)C2CC3CCC(C2)N3C)c1 (stereo not given) | . | -28.1% | ?
CCCNC(=O)Cn1nc(C)c2c(C)n(-c3ccccc3)nc2c1=O | 0.9% | . | -3.7%
COc1cc(C(=O)N(Cc2cc3ccccc3[nH]c2=O)CC2CCCO2)cc(OC)c1OC (stereo not given) | 4.9% | -9.4% | 5.4%
CC(C)CO/N=C1/C[C@@H](O)[C@@H](O)[C@@H]2[C@@H]3C(=O)N(C4CCCCC4)C(=O)[C@H]3CC[C@H]12 | 4.8%[21 µM] | 4.9%[12.8 µM] | .
COc1ccc(C2/C(=C(/O)c3ccccc3)C(=O)C(=O)N2c2ncccn2)cc1OC (stereo not given) | 0.0% | -6.4% | 16.9%
CCOC(=O)COc1cccc(C2NC(=O)c3ccccc3O2)c1 (stereo not given) | . | -1.2% | 2.0%
Cc1sc2ncn(CC(=O)N3CCN(c4ccc(Cl)cc4)CC3)c(=O)c2c1S(=O)(=O)N1CCN(c2ncccn2)CC1 | 5.9% | . | ?
COc1ccccc1CC(=O)NN1C(=O)c2ccccc2C1=O | -2.8% | -17.3% | -2.3%
CC1=C(C(=O)Nc2ccccc2)C(c2sccc2C)n2nnnc2N1 (stereo not given) | -8.8% | 1.3% | .
C=CCn1c(SCCOc2ccc(OC)cc2)nnc1C(NC(=O)c1ccc(OC)cc1)C(C)C (stereo not given) | 5.6% | 16.4% | ?
COc1ccc(Cl)cc1NC(=O)C/C(C)=N/NC(=O)Cc1ccccc1 | 5.1% | 3.4% | -3.9%
O=C(CN(C(=O)c1ccc(Cl)cc1)C1CCCCC1)Nc1ccc(Cl)c([N+](=O)[O-])c1 | 2.7% | -14.0% | 14.6µM*
Cc1cccc(OCCSc2nc3ccccc3n2CCC(=O)O)c1 | 2.6% | -1.0% | -10.7%
CCN(Cc1ccccc1)C(=O)COC(=O)CNS(=O)(=O)c1ccc(C)cc1 | 2.3% | 2.9% | -24.8%
CCCc1cc(=O)[nH]c(SCC(=O)Nc2ccc(C(=O)Nc3ccccc3OC)cc2)n1 | -0.2% | . | ?
CC1=C(C(=O)OC2CCCC2)C(c2coc3ccc(C)cc3c2=O)C2=C(CCCC2=O)N1 (stereo not given) | 2.7% | 25.7% | 20.6µM*
O=C(O)CCc1ccc(-c2ccc(F)cc2)n1Cc1ccco1 | 6.6% | 7.3% | -11.2%
COc1ccc(NC(=O)c2ccc(CN3CCc4ccccc4C3)cc2)c(OC)c1 | . | -11.9% | ?
CCOC(=O)N1CCC(NC(=O)C2CCN(c3ccc(N4CCOCC4)nn3)CC2)CC1 | 2.8% | 20.5% | -11.4%
CC(C)(C)C1CCC(C(=O)Nc2cccnc2)CC1 (stereo not given) | 0.0% | -10.3% | ?
CCn1c(C(=O)NCc2ccccc2)cc2sc(Cl)cc21 | 2.0% | . | ?
Cc1cc(C)n(-c2nc(C)c(C)c(=O)n2CC(=O)Nc2cccc([N+](=O)[O-])c2)n1 | 2.6% | . | 16.4µM*
CCN(CC)S(=O)(=O)c1c(Br)cc(C)cc1Br | -2.0% | 7.2% | -15.3%
CCCCOC(=O)c1ccc(Nc2ccc([N+](=O)[O-])cn2)cc1 | 1.2% | ? | -3.2%
COc1ccc(C(=O)NC(=S)Nc2ccc(Cl)cn2)cc1OC | 1.2% | 10.7% | -0.2%
Cc1cc(=O)oc2c3c(cc(OCC(=O)NCc4ccco4)c12)OC(C)(C)CC3 | . | ? | ?
Cc1cc(C)nc(N2CCCC(C(=O)Nc3ccc4c(c3)OCO4)C2)n1 (stereo not given) | 1.1% | -9.0% | -25.0%
Cc1cc(C(=O)OCC(=O)N2CCN(C(=O)c3ccco3)CC2)c(C)n1-c1ccc(F)cc1 | 8.3% | 1.1% | ?
Cc1cccc2nc(CSC(=N)N)c(Br)n12 | 0.0% | 6.2% | ?
CCNCCNC(=O)c1c(O)c2cccc3c2n(c1=O)CCC3 | 2.0% | -17.9%[2.35 µM] | ?
CC1CCc2c(sc(NC(=O)CCCOc3ccc(C(C)(C)C)cc3)c2C(N)=O)C1 (stereo not given) | -1.3%[12.3 µM] | . | ?
CC(C)CCn1c(N2CCC(C(N)=O)CC2)nc2c1c(=O)[nH]c(=O)n2C | -1.0% | -29.4% | -19.2%
Cc1ccc(CNS(=O)(=O)c2c(C(=O)N3CCCCC3)c(C)n(C)c2C)cc1 | 3.8% | 2.0% | 14.6%
COc1ccc(CN(C)C(=O)Cn2cnc3c(SC)nc(N)nc32)cc1OC | -0.1% | . | 20.6µM*
COCCn1c(SCC(=O)c2[nH]c(C)c(C(C)=O)c2C)nc2ccccc21 | 2.1% | -9.1% | ?
Cn1c(-c2ccc(Cl)nc2)nc2ccccc21 | . | 0.4% | 4.5%
COCCNC(=O)c1onc(CSc2cccc(OC)c2)c1C(=O)NCCOC | . | -13.6% | 1.0%
CC1(C)CC(=O)C=C(NCc2cccs2)C1 | 3.1% | 4.0% | -1.8%
CCCN(C(=O)c1cc2c(=O)oc3ccccc3c2s1)c1ccc(CC)cc1 | 2.9% | . | 17.4%
COc1ccc(OCC(=O)Nc2ccccc2OC(F)F)cc1 | 2.3% | 5.9% | -20.5%
CCCS(=O)(=O)N1CCCC(C(=O)NCCc2ccccc2)C1 (stereo not given) | . | -6.2% | 5.1%
COc1cc(C(=O)NC2CCCc3ccccc32)cc(OC)c1C (stereo not given) | 0.0% | -2.2% | ?
S=C(NCCN(C1CCCCC1)C1CCCC1)Nc1cccc(Cl)c1 | . | 5.6% | 16.4µM*
CCOC(=O)C(C)(C)Sc1nc2c(cnn2-c2ccc(C)cc2)c(=O)[nH]1 | 1.9%[56.1 µM] | 17.6% | -15.6%
CC(=O)N1c2ccc(S(=O)(=O)NCc3ccccc3Cl)cc2CC1C (stereo not given) | 1.4%&-4.7% | -9.7% | 7.31µM*
COc1cc(C(=S)N2CCCC2)ccc1OCc1ccccc1 | 2.7% | -4.5% | ?
COc1cc2c(cc1OC)C(C)N(C(=O)c1cc(Cl)nc(Cl)c1)CC2 (stereo not given) | . | -16.1% | ?
C=CCN(CC=C)CCOc1ccc2ccccc2c1 | -7.4% | 3.1% | ?
Cc1[nH]c(C)c2c(=O)n(-c3ccccc3)ncc12 | 2.0% | 2.7% | 3.4%
C=CCOC(=O)C1=C(C)Nc2[nH]c(=O)[nH]c(=O)c2C1c1ccccc1 (stereo not given) | 4.6% | 7.8% | 6.0%

The list continues:
SMILES | TDP1 inh | N370S GC | DT40 TDP1 no CPT
Cc1cc(NC(=O)CSc2nc(-c3ccccc3)c(C#N)c(=O)[nH]2)no1 | 3.0% | 10.0% | 15.8%
O=C1CS/C(=C/C(=O)c2ccccc2)N1 | 1.0% | -8.8% | -3.7%
O=[N+]([O-])/C(C(Cl)=C(Cl)Cl)=C(/Sc1ccccc1)N1CCCCC1 | 2.5% | -2.7% | 13µM*
Cc1ccc2nc3c(cc2c1)c(NS(=O)(=O)c1ccccc1)nn3CC(C)C | 3.2% | -3.7% | -19.1%
CCOC(=O)Cc1nnc(Nc2ccc(C(=O)NC)cc2)c2ccccc12 | . | -10.0% | -22.5%
O=C(NCc1ccco1)c1cc2n(n1)C(C(F)(F)F)CC(c1ccc(Cl)c(Cl)c1)N2 (stereo not given) | 4.2% | 3.9% | ?
CCN(CC)C(=O)CSc1nc2ccccc2c(=O)n1-c1cccc(OC)c1 | 2.6% | 5.3% | 14.6µM*
O=C(OCc1nc2ccsc2c(=O)[nH]1)c1ccco1 | 5.4% | 1.9% | -0.9%
O=[N+]([O-])c1ccccc1CNCCCCCO | -1.0% | -0.3% | 3.2%
CCS(=O)(=O)Nc1ccc(NC(C)=O)cc1 | 6.6% | 8.5% | 1.0%
Cc1nc(C(=O)Nc2ccccc2Cl)cc2c1[nH]c1ccccc12 | 3.6% | 12.9% | 6.51µM*
C/C(CC(=O)Nc1ccccn1)=N\NC(=O)c1cnccn1 | 6.0% | -0.5% | 3.6%
Cn1c(-c2ccc(Cl)cc2)cnc1NCc1cc2c(cc1[N+](=O)[O-])OCO2 | 5.3% | -0.7% | ?
O=C(COC(=O)c1ccc(Cl)cc1[N+](=O)[O-])NCc1ccco1 | 0.2% | . | 8.3%
O=C(O)c1ccc(N2C(=O)CC(N3CCN(c4cccc(C(F)(F)F)c4)CC3)C2=O)cc1 (stereo not given) | 3.8% | 1.9% | -9.5%
COc1ccc(CC(=O)OCC(=O)Nc2ccc3c(c2)OCCO3)cc1OC | 0.6% | -18.8% | -16.5%
Cc1ccccc1OCC(=O)Nc1ccc(N2CCOCC2)cc1N1CCOCC1 | 6.0% | . | ?
CCc1ccccc1NC(=S)NCC1CCN(c2ccc(OC)cc2)C1 (stereo not given) | 12.5% | -2.0% | 20.6µM*
CCC1CCCCN1C(=O)CSc1nnc(-c2ccco2)o1 (stereo not given) | 0.0% | 1.9% | ?
O=C(Cc1coc2cc3c(cc12)CCC3)NCC1(N2CCCCC2)CCCCC1 | 3.2% | -8.8% | ?

Some of these compounds in order of length of the SMILES, smallest number first.
SMILES | TDP1 inh | N370S GC | DT40 TDP1 no CPT
O=[N+]([O-])c1ccccc1CNCCCCCO | -1.0% | -0.3% | 3.2%
CCOC(=O)Cc1nnc(Nc2ccc(C(=O)NC)cc2)c2ccccc12 | . | -10.0% | -22.5%
Cc1cc(NC(=O)CSc2nc(-c3ccccc3)c(C#N)c(=O)[nH]2)no1 | 3.0% | 10.0% | 15.8%

(list continues)
SMILES | TDP1 inh | N370S GC | DT40 TDP1 no CPT
CCc1ccc(NC(=S)Nc2ccc3[nH]c(=O)[nH]c3c2)cc1 | 0.0% | -6.6% | -11.3%
COc1ccc(C(=O)N[C@H](C(=O)NCC2CCCCC2)C(C)C)cc1 | -7.0% | ? | -24.9%
COc1ccccc1C(=O)Oc1ccc2ccc(=O)oc2c1 | -18.7% | ? | -10.7%
CC1(c2ccccc2)NC(=O)N(Cc2ccc([N+](=O)[O-])cc2)C1=O (stereo not given) | 0.0% | 2.1% | -8.3%
CN(C)c1ccc(NC(=O)Nc2cccc(Cl)c2)cc1 | 10.3% | 8.6% | ?
CCOC(=O)c1cnn2cc(-c3[nH]ncc3[N+](=O)[O-])cnc12 | -2.6% | 5.9% | -25.4%
COc1ccc(OC)c(NC(=O)C2CCCN2C(=O)NC2CCCCC2)c1 (stereo not given) | 7.7% | 0.1% | -6.6%
Cc1ccc2c(=O)cc(C(=O)Nc3ccc(S(=O)(=O)N4CCCC(C)C4)cc3)oc2c1C (stereo not given) | 8.6% | . | ?
Oc1[nH]c2ccccc2c1N=Nc1ccc(F)cc1 | 7.0% | 0.7% | -3.7%
NC(=O)CC(c1ccccc1)c1ccc2c(c1)OCO2 (stereo not given) | 5.3% | 1.5% | 6.0%
COc1nccnc1NS(=O)(=O)c1ccc(N=Cc2c(C)[nH]n(-c3ccccc3)c2=O)cc1 | -3.1% | 4.4% | ?
Cc1nnc(C)n1-c1ccc(C(=O)Nc2cccc(Br)c2)cc1 | 4.4% | . | ?
Cc1cccc(C)c1NC(=O)CCSCCc1ccccn1 | 0.0% | . | -26.2%
N#Cc1ccc(Nc2nc(-c3ccc(O)cc3O)cs2)cc1C(F)(F)F | 6.4% | . | 10.3µM*
CNc1nc(-c2ccc(C(=O)N(C)C)cc2)nc2ccccc12 | . | 1.2% | -24.7%
Cc1ccccc1S(=O)(=O)N1[C@@H](c2ccccc2)C(C(=O)O)=CC[C@H]1c1ccc(Cl)cc1 | 6.6% | 0.5% | -10.2%
COc1ccc(C(=O)O)nc1C | 4.1% | 10.5% | 9.0%
CCCNC(=O)NS(=O)(=O)c1cnccc1Sc1ccc(Cl)c(Cl)c1 | 6.0% | -0.4% | 0.1%
COc1ccccc1C(=O)Nc1nc(-c2ccc3c(c2)OCCO3)cs1 | -1.2% | -1.4% | ?
Cc1ccccc1NC(=O)c1ccccc1NC(=O)c1cccs1 | -11.4% | -0.2% | -14.3%
